Bioassay records deposited in PubChem by several laboratories.
CYP2C9 inh: blocks human cytochrome P450 2C9; CYP2C9 Supersomes, luciferin-H conversion, luminescence; inhibition, % at 5 µM; 96,000 compounds, 20% hits; AID 777;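 active = blocking of liver enzyme CYP2C9 beyond about 50% at 5 µM, limit read from the data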; note: values of inactives mirror those of a sister screen read the other way
CYP2C19 inh: inhibitors of human CYP2C19; 96,000 compounds, 21% hits; CYP2C19 Supersomes, luciferin-H EGE luminescence, 30 min; AID 778; inhibition, % at 5 µM; P33261;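 active = CYP2C19 inhibition above a set limit at 5 µM in the primary screen, cut at about 50% in these data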;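 note: plate controls were negative control wells for no effect and 2.5 mM tranylcypromine positive control for full effect; values of inactives mirror those of a sister screen read the other way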
Target sequence (P33261 whole entry, looked up): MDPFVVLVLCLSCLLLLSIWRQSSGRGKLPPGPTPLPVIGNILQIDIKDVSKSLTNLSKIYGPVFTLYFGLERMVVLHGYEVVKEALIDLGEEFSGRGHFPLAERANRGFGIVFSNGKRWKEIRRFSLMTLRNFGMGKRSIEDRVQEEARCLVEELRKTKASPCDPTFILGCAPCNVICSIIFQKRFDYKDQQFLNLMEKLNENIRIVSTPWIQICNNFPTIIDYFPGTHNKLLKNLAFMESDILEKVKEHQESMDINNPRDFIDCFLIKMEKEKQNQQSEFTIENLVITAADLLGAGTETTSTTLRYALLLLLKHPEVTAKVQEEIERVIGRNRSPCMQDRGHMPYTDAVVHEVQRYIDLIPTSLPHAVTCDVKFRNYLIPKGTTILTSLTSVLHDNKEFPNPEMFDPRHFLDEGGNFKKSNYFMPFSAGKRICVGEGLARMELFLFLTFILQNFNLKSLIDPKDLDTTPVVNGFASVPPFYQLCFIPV
VCAM1 TNFa inh: reduces TNF alpha induced VCAM1 expression in HUVEC; HUVEC TNFa-induced VCAM-1 immunofluorescence, high-content imaging; inhibition, % at 2 µM; 95,000 compounds, 0.48% hits; AID 802;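 active = inhibition above the batch mean plus 3 SD, with images confirmed as a hit by eye, cut at about 37% in these data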;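 note: 0% = TNF-stimulated DMSO wells and 100% = unstimulated control wells; not every result past the cut was called active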
HUVEC tox IL1B: HUVEC cytotoxicity counter-screen, IL-1B stimulated; HUVEC cell count loss, Hoechst imaging; cell count reduction, % at 2 µM; 94,000 compounds, 0.41% hits; AID 845;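 active = cell count reduction more than 3 SD above the screen-wide mean, cut at about 70% in these data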;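 note: normalized per plate to untreated control cells as the no-loss baseline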
CYP2C19 act: activators of human cytochrome P450 2C19. P33261. recombinant CYP2C19, luciferin-H EGE luminescence; active compounds read high; 0 = fully inhibited enzyme, 1 = untreated enzyme. activation factor at 5 µM. 96,000 tested, under 10 active. AID 1025;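 active = activation factor of at least 2 at 5 µM in the primary screen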;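 note: 0 = wells with 2.5 mM tranylcypromine and 1 = vehicle-only wells; values of inactives mirror those of a sister screen read the other way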
Calb biofilm kill: kills Candida albicans biofilms | 85,000 compounds, 0.14% hits | AID 834 | inhibition, % at 6 µM | C. albicans biofilm + clotrimazole, Alamar Blue;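 active = inhibition above 20%; inactive = inhibition below 20%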;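 note: preformed 24 hr biofilms exposed to compound for 48 hr; 0% = biofilm without compound and 100% = blank killed by clotrimazole plus chlorhexidine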
CYP2C9 act: activators of human CYP2C9; P11712; recombinant CYP2C9, luciferin-H conversion, luminescence; active compounds read high; factor 1 = untreated enzyme, 0 = blocked; activation factor at 5 µM; 96,000 compounds, 1.4% hits;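 active = activation factor of 2 or more for CYP2C9 at a 5 µM dose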;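 note: 0 = sulfaphenazole-blocked wells and 1 = vehicle-only wells; values of inactives mirror those of a sister screen read the other way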
HUVEC tox TNFa: HUVEC cytotoxicity counter-screen, TNF alpha stimulated. HUVEC TNFalpha-stimulated, Hoechst cell count, imaging. 93,000 compounds, 0.17% hits. cell count reduction, % at 2 µM. AID 848;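 active = cell count reduction exceeding the screen mean by over 5 SD, scaled to untreated wells per plate, cut at about 78% in these data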;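 note: cells counted after 24 h of TNF alpha exposure following the 1 h pretreatment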
DAT uptake mod: human DAT dopamine uptake with cocaine, either direction | Q01959 | LLC-PK1 hDAT cells, [14C]-dopamine uptake with cocaine IC80; actives deviate in either direction | B-score at 10 µM | 110,000 compounds, 1.3% hits | AID 449768;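 active = Z score or B-score, a plate-position-corrected score, falls beyond the plate's 99.7% confidence bounds, in either direction; inactive = both scores lie inside the 99.7% bounds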;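 note: scored against the spread of the other compound wells on the same plate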
Target sequence (Q01959 whole entry, looked up): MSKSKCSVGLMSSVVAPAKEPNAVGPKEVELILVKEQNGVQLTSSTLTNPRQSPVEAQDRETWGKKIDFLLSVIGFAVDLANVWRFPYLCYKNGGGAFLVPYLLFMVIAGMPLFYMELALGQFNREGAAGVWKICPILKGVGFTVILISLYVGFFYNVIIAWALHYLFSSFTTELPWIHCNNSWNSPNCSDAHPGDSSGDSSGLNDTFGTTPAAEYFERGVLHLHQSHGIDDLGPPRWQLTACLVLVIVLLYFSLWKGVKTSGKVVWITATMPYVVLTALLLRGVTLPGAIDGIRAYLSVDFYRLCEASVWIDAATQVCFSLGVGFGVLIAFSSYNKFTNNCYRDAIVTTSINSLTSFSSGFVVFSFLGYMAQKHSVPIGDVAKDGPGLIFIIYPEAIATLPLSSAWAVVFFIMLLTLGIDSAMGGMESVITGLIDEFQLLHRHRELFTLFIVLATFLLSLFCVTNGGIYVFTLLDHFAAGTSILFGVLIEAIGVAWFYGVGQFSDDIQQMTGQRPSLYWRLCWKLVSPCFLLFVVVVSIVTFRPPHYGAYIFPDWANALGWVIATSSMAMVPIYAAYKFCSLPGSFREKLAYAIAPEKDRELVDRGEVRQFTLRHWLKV
* hit, by the source's call; x = no result given.

Start of the data: the first five compounds as a preview:
Each structure is followed by: CYP2C9 inh, CYP2C19 inh, VCAM1 TNFa inh, HUVEC tox IL1B, CYP2C19 act, Calb biofilm kill, CYP2C9 act, HUVEC tox TNFa, DAT uptake mod
- CC1CCc2nc(N)c(C#N)c(-c3cccnc3)c2C1 (stereo unspecified)
    x, x, 7, 18, x, -3, x, -4, -0.22
- CCc1nc(N2CCN(C(=O)c3ccco3)CC2)c2c3c(sc2n1)CCCC3
    49, 24, 10, -11, 0.8, 2, 0.5, -4, 2.1
- CC(NC(=O)CCl)c1ccc(Cl)c(Cl)c1 (stereo unspecified)
    47, 86*, 26, -22, 0.1, x, 0.5, -25, -1
- COc1ccc(Oc2nc(C(F)(F)F)nc3ccccc23)cc1
    10, 14, 7, -2, 0.9, x, 0.9, -22, 1.1
- CCOC(=O)Cn1c(-c2cccnc2Cl)nc2cc(Cl)c(Cl)cc21
    24, 10, -12, -37, 0.9, x, 0.8, -5, 0.032

This part in full, repeating the preview:
Each structure is followed by: CYP2C9 inh, CYP2C19 inh, VCAM1 TNFa inh, HUVEC tox IL1B, CYP2C19 act, Calb biofilm kill, CYP2C9 act, HUVEC tox TNFa, DAT uptake mod
- CC1CCc2nc(N)c(C#N)c(-c3cccnc3)c2C1 (stereo unspecified)
    x, x, 7, 18, x, -3, x, -4, -0.22
- CCc1nc(N2CCN(C(=O)c3ccco3)CC2)c2c3c(sc2n1)CCCC3
    49, 24, 10, -11, 0.8, 2, 0.5, -4, 2.1
- CC(NC(=O)CCl)c1ccc(Cl)c(Cl)c1 (stereo unspecified)
    47, 86*, 26, -22, 0.1, x, 0.5, -25, -1
- COc1ccc(Oc2nc(C(F)(F)F)nc3ccccc23)cc1
    10, 14, 7, -2, 0.9, x, 0.9, -22, 1.1
- CCOC(=O)Cn1c(-c2cccnc2Cl)nc2cc(Cl)c(Cl)cc21
    24, 10, -12, -37, 0.9, x, 0.8, -5, 0.032
- CCOC(=O)Cn1c(CCC(=O)O)ccc1-c1ccc(F)cc1
    x, x, 17, 2, x, 2, x, -23, -0.28
- OCc1ccccc1CNCc1ccccc1
    8, 62*, 4, 18, 0.4, 1, 0.9, -5, -0.23
- NC(=O)C(F)(F)C12OC3C4C5CC(C6C5C3C61)C42 (stereo unspecified)
    -10, 6, -6, -16, 0.9, 6, 1.1, -11, -0.45
- O=C(c1ccc(Cl)cc1)N1CCN(c2cc(=O)[nH]nc2-c2ccccc2)CC1
    2, -9, -2, -13, 1.1, x, 1, -8, -0.32
- Cc1ccc(-n2ncc3c(Nc4cccc(C(=O)O)c4)ncnc32)cc1
    30, -20, -17, 13, 1.2, 3, 0.7, -27, x
- COCCNC(=O)C(c1ccc(C)o1)N(Cc1ccc(OC)cc1)C(=O)Cn1nnc2ccccc21 (stereo unspecified)
    36, 49, x, x, 0.5, 8, 0.6, x, 1.7
- COc1ccc(-c2nn(C)c(=O)c3ccccc23)cc1NC(=O)Cn1nc(C)c2ccccc2c1=O
    58*, 30, 22, 1, 0.7, 5, 0.4, -12, 2.1
- CCOc1ccc(-c2nnn(CC(=O)NCc3ccc(OC)cc3)n2)cc1OCC
    6, 17, 0, -19, 0.8, -1, 0.9, 40, -0.6
- O=C(Cn1c(C(F)(F)F)nc2ccccc21)c1ccc(F)cc1
    31, 47, 8, -10, 0.5, x, 0.7, -43, x
- O=C(c1ccc(F)cc1)N1CCCCC(Sc2nnnn2-c2ccccc2)C1=O (stereo unspecified)
    74*, 73*, -8, 1, 0.3, 9, 0.3, 12, 0.087
- CC(=O)N1CCN(c2ccc([N+](=O)[O-])c(NCC3CCCO3)c2)CC1 (stereo unspecified)
    24, -1, -7, -11, 1, x, 0.8, -28, -0.99
- O=C(OCc1ccc([N+](=O)[O-])cc1)C1CC(=O)N(c2ccccc2)C1 (stereo unspecified)
    -9, 37, 13, 28, 0.6, 3, 1.1, -6, -1.1
- Cn1c(=O)c2c(ncn2CC(=O)NCc2cccnc2)n(C)c1=O
    10, -4, -11, -21, 1, 6, 0.9, -13, -1.7
- O=C(NCc1ccccn1)Nc1ccc(F)cc1
    3, 19, x, x, 0.8, 13, 1, x, -0.84
- CC1CN(CCCCOc2ccc(C(C)C)cc2)CC(C)O1 (stereo unspecified)
    2, 42, 8, -1, 0.6, 5, 1, -54, -1.3
- Cc1cccc(NC(=O)CS(=O)(=O)c2c[nH]c3ccccc23)c1C
    -39, 46, 1, 10, 0.5, x, 1.4, -10, 2
- CC1(C)CC(=O)c2cn3nc(C(F)(F)F)nc3nc2C1
    15, 56*, -17, -3, 0.4, 0, 0.8, -7, 0.47
- CC1=C(C(=O)OCc2ccc3c(c2)OCO3)C(c2ccccc2)NC(=O)N1 (stereo unspecified)
    35, 37, 0, -18, 0.6, 3, 0.7, 4, 0.24
- CCCCCOC(=O)CSc1nnc(-c2ccccc2)c(=O)[nH]1
    60*, 24, 7, 2, 0.8, x, 0.4, -39, -0.016
- CCOC(=O)CN1C(=O)C(O)(CC(=O)c2ccc3c(c2)CCCC3)c2ccccc21 (stereo unspecified)
    x, x, 13, -33, x, 9, x, 16, 1.1
- COC(=O)Cn1c(CN2CCOCC2)nc2c1c(=O)[nH]c(=O)n2C
    -18, -15, x, x, 1.2, 5, 1.2, x, -0.56
- O=C(c1oc2ccccc2c1N1CCCCC1)N1CCCCC1
    11, 21, -16, -31, 0.8, 6, 0.9, -53, 0.07
- O=C(CSc1nnnn1C1CCCCC1)N1c2ccccc2Sc2ccccc21
    43, 3, -11, -6, 1, 2, 0.6, -20, 0.26
- O=c1[nH]c2ccccc2nc1NCCN1CCOCC1
    -4, 2, 20, 5, 1, -2, 1, -25, 0.14
- CCOc1ccc(OCC)c(-c2c(=O)n(OCc3ccc(C(C)(C)C)cc3)c3ccccc3[n+]2[O-])c1
    52*, 88*, -15, 3, 0.1, x, 0.5, x, -0.31
- COc1ccc(C(C)C)cc1S(=O)(=O)Nc1ccccn1
    1, 14, 13, 42, 0.9, -1, 1, 25, -0.33
- Cn1c(=O)c2c(nc(CN3CCN(c4ccc(F)cc4)CC3)n2Cc2ccccc2F)n(C)c1=O
    -17, -8, -11, x, 1.1, 6, 1.2, 2, 0.011
- O=C(c1ccco1)N1CCN(C(c2ccccc2Cl)c2nnnn2Cc2cccs2)CC1 (stereo unspecified)
    92*, 89*, -5, -20, 0.1, 9, 0.1, -33, 0.39
- C=CCOc1ccc(C2C(C#N)=C(N)N(Nc3ccccc3)C3=C2C(=O)CCC3)cc1OC (stereo unspecified)
    70*, 14, 4, x, 0.9, x, 0.3, -18, 0.06
- CCCNC(=O)C(Cc1ccccc1)NS(=O)(=O)c1ccc2c(c1)CCC(=O)N2 (stereo unspecified)
    12, 8, 13, 7, 0.9, 3, 0.9, 7, -2.2*
- CC(=NCCN1CCNCC1)C1=C(O)CC(C)(C)CC1=O
    13, 2, 2, -18, 1, 8, 0.9, -26, 0.47
- O=C(OCC(=O)N1CCN(C(=O)c2ccco2)CC1)c1cc(-c2ccc(Cl)c(Cl)c2Cl)nc2ccccc12
    69*, 40, 3, 0, 0.6, 8, 0.3, -17, x
- COc1cccc(N2CCN(C3CC(=O)N(c4ccc(Cl)cc4)C3=O)CC2)c1 (stereo unspecified)
    11, -17, -7, -3, 1.2, -1, 0.9, 8, 0.03
- CCOC(=O)c1ccc(N2C(=O)C3CC=CCC3C2=O)cc1 (stereo unspecified)
    -6, -5, 6, 7, 1.1, 8, 1.1, -6, 7.9*
- CCOc1ccc(-c2nc(-c3ccc(OC)cc3)no2)cc1OCC
    13, 4, 12, -11, 1, 3, 0.9, -26, -0.56
- C=CCn1c(SCC(=O)Nc2sc(C)c(C)c2C(=O)OCC)nnc1-c1sc(N)nc1C
    62*, 60*, -9, -15, 0.4, 7, 0.4, x, -0.15
- CC(C)C(=O)NC(C)C(c1cccs1)N1CCN(c2ccccc2)CC1 (stereo unspecified)
    x, x, 17, -44, x, 10, x, -12, 0.85
- CSc1cccc(NC(=O)CN2C(=O)c3ccccc3S2(=O)=O)c1
    38, 35, 7, -58, 0.7, 4, 0.6, -14, -0.91
- CC(=O)Nc1ccc(S(=O)(=O)N2CCN(C3CCCCCCC3)CC2)cc1
    40, 26, 17, 2, 0.7, -3, 0.6, -16, -0.91
- COc1ccc(NS(=O)(=O)c2ccc(NC(=S)NC(=O)C(C)C)cc2)cc1
    64*, 79*, -2, -16, 0.2, x, 0.4, -5, -0.4
- Cc1ccc(C(=O)OCc2nnc(-c3ccccc3)o2)o1
    42, 80*, 17, -15, 0.2, 2, 0.6, -7, 0.12
- Cc1nc(NC(C)C)c2oc3ccccc3c2n1
    1, 0, 78*, -15, 1, 4, 1, 91*, 0.51
- O=C(NCc1ccccc1)c1cc2nc(C3CC3)cc(C(F)(F)F)n2n1
    24, 12, 8, -14, 0.9, 4, 0.8, -4, -2.1
- O=C(COc1ccc(Cl)cc1Cl)Nc1ccc2nc3n(c(=O)c2c1)CCCC3
    46, 21, 7, -17, 0.8, 2, 0.5, -35, 0.64
- COc1ccc2c(c1)cc(C(=O)O)n2C
    -16, -10, 25, -8, 1.1, 7, 1.2, -19, -0.076
- O=C(NC1CCCCCCC1)C1CCN(S(=O)(=O)N2CCC3(CC2)OCCO3)CC1
    52*, 60*, -8, -23, 0.4, 8, 0.5, -18, 0.016
- COc1cnc(N(C)C)nc1Sc1cccc(Cl)c1
    -5, 24, 12, -11, 0.8, 1, 1, -17, -0.79
- CC1=NOC(=O)/C1=C\c1ccc(-c2cccc(Cl)c2)o1
    4, 15, 12, -12, 0.9, 8, 1, -4, -1.3
- CCCCCOc1ccc(NS(C)(=O)=O)cc1
    26, 10, x, -21, 0.9, 7, 0.7, x, x
- Cc1nnc2ccc(N3CCOCC3)nn12
    10, -19, 11, 0, 1.2, -1, 0.9, -2, -0.14
- COc1ccccc1NC(=O)CCN1CCN(Cc2ccccc2)CC1
    57*, 24, 12, -33, 0.8, -1, 0.4, -4, 0.2
- CC1CN(C(=O)CCN2C(=O)c3ccccc3C2=O)CC(C)O1 (stereo unspecified)
    x, x, 7, 10, x, 1, x, -15, 0.027
- Cc1ccc(/C(O)=C2\C(=O)C(=O)N(CCN(C)C)C2c2ccccc2F)cc1 (stereo unspecified)
    -18, -11, x, x, 1.1, 10, 1.2, x, 0.054
- O=C(CN1C(=O)C2CC=CCC2C1=O)Nc1nccs1 (stereo unspecified)
    -15, -8, x, x, 1.1, 7, 1.1, x, 0.27
- CC(=O)CN1Cc2ccccc2/C1=N\C(=O)Nc1ccccc1
    48, 58*, -11, -3, 0.4, 1, 0.5, -6, 0.029

Next section.
Each structure is followed by: CYP2C9 inh, CYP2C19 inh, VCAM1 TNFa inh, HUVEC tox IL1B, CYP2C19 act, Calb biofilm kill, CYP2C9 act, HUVEC tox TNFa, DAT uptake mod
- Cc1cc(C)n(S(=O)(=O)c2ccc(Cl)c(Cl)c2Cl)n1
    -73, 69*, 16, 12, 0.3, 3, 1.7, 4, x
- CCc1cccc(NC(=O)CN2C(=O)NC3(CCCCCCC3)C2=O)c1
    11, 15, -4, -7, 0.8, 5, 0.9, -50, 0.76
- Cc1ccc(S(=O)(=O)NC(=O)c2cc(C)n(CCCn3ccnc3)c2C)cc1
    90*, 54*, x, x, 0.5, 2, 0.1, x, -0.32
- Cc1occc1-c1nnc(SCC(=O)N2CCOCC2)n1CC(C)C
    x, x, 18, -4, x, 2, x, -9, -1.8
- CCC(Sc1ccc2nnc(-c3ccc(OC)c(OC)c3)n2n1)C(=O)O (stereo unspecified)
    -5, -16, -9, 31, 1.2, 8, 1.1, -11, -0.16
- O=C(CSc1nc(-c2ccco2)cc(C(F)(F)F)n1)N1CCSCC1
    x, x, 1, 15, x, x, x, -30, -0.13
